HSP90 refold inh = inhibitors of HSP90 luciferase refolding in rabbit reticulocyte lysate | inhibition, % at 5.6 µM | 290,000 tested, 0.91% active | luciferase refolding luminescence, 3 h;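 active means inhibition above the screen-wide mean plus 3 SD, computed separately per campaign, cut at about 16% in these data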;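 further: 0% = DMSO wells and 100% = 60 µM geldanamycin wells; inhibitors lower the luminescence because luciferase stays unfolded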
HDAC3 inhib = inhibitors of human histone deacetylase 3 | recombinant HDAC3, fluorogenic peptide/trypsin coupled, fluorescence | 320,000 tested, 0.15% active | O15379 | inhibition, % at 8.3 µM; in the data active means inhibition above about 26%, passing the limit was not always enough; inconclusive means no clear call, values can overlap the other calls
Target sequence (O15379 whole entry, looked up): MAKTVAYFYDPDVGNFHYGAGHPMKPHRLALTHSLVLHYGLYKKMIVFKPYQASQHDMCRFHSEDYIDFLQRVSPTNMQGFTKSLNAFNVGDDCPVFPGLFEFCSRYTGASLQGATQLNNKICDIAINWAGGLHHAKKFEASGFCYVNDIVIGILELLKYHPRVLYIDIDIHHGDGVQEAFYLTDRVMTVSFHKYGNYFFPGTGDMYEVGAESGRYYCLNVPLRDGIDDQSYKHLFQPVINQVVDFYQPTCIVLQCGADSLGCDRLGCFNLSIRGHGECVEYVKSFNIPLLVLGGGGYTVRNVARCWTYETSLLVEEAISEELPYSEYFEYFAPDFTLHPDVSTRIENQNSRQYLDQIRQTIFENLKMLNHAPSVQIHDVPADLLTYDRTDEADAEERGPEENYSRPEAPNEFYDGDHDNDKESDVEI
HSF1 inh = HSF1 inhibition; NIH3T3-HGL HSE-luciferase, MG132-induced, luminescence 8 h; active compounds read low; activity change, negative = inhibition, % at 7.5 µM (by protocol); 300,000 tested, 0.77% active;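 active means more than half of replicate wells show activity change below -50%, luminescence cut by over half; inconclusive means some wells, but at most half, below -50%; inactive means no replicate well below -50%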;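 further: luciferase reports HSF-1 transcriptional activity via heat shock element; 0% = median of DMSO wells and -100% = zero luminescence signal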
Platelet DG rel = platelet dense granule release activity. human platelet-rich plasma, SFLLRN dense granule ATP release, luminescence. inhibition, %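 (compounds screened at 7.5 µM in platelet-rich plasma)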. 300,000 tested, 0.22% active. AID 1663;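 active means mean replicate score, as percent of positive control, at or above 50; inconclusive means mean below 50 but at least one replicate at or above 50; inactive means mean and every replicate below 50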
IEC-6 cytotox = counter-screen for KLF5 inhibitors: cytotoxicity in IEC-6 cells | IEC-6 cytotoxicity, luminescence viability | inhibition, % at 5 µM | 290,000 tested, 0.78% active | AID 1825; in the data active means inhibition above about 22%;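 further: 0% = plate median of test compound wells and 100% = cytotoxic reference compound wells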
HSF-1 act = increases HSF-1 driven luciferase reporter signal; NIH3T3-HGL HSF-1 luciferase reporter, MG132, 8 h; 100% = twice DMSO control signal; activation, % at 9 µM; 300,000 tested, 1.7% active; AID 504408;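 active means mean replicate activation of at least 50% with a set share of replicates each reaching 50%; inconclusive means only one of those two conditions met; inactive means mean below 50% and too few replicates reaching it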;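 further: 0% = median of the neutral control wells and 100% = twice that signal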
KLF5 inhibitor = suppresses KLF5 promoter-driven expression | DLD-1 KLF5 promoter-luciferase reporter, luminescence | inhibition, % at 5 µM | 290,000 tested, 0.23% active;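 active means inhibition above a per-plate limit of that plate's mean compound inhibition plus 3 SD, cut at about 60% in these data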;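 further: 0% = DMSO wells and 100% = LY294002 at 200 µM; higher means less KLF5 promoter-driven luciferase light; inactives centre near -14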
AI-2 QS modul = Vibrio harveyi AI-2 quorum sensing modulation | Vibrio harveyi JMH597 AI-2 luminescence/OD600 ratio, 9 h; active compounds read low; strain lacks LuxN and CqsS sensors; 0 = neutral-control median | activity change, % at 7.5 µM | AID 2094 | 300,000 tested, 0.4% active; in the data active means activity change below about -75%, passing the limit was not always enough; inconclusive means no clear call, values can overlap the other calls;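 further: luminescence divided by OD600 gain over 9 h not by final OD600 alone; inactives centre near 13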
HIF act = HIF pathway transcriptional activation; activation, % at 7.5 µM (by protocol); 300,000 tested, 0.32% active; AID 1910; U2OS HRE-luciferase reporter, luminescence; normalized: DMSO 0%, desferrioxamine 100%;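 active means mean activation of at least 10% of the iron chelator positive control signal, with at least half of replicates also reaching 10%; inconclusive means mean and replicate majority disagree about reaching 10%; inactive means mean and most replicates under 10%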
aSyn UTR inh = MLPCN primary screen, SNCA 5' untranslated region. alpha-synuclein 5'UTR reporter, inhibitor activity. 300,000 tested, 0.82% active. inhibition, % (tested at 7.5 µM); in the data active means inhibition above about 60%; inconclusive means no clear call, values can overlap the other calls;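 further: H4 neuroglioblastoma cells stably carrying SNCA 5'UTR luciferase fusion; 0% = DMSO wells and 100% = positive control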
Active calls of the source: *; ? = inconclusive; / = no result given.

SMILES	HSP90 refold inh	HDAC3 inhib	HSF1 inh	Platelet DG rel	IEC-6 cytotox	HSF-1 act	KLF5 inhibitor	AI-2 QS modul	HIF act	aSyn UTR inh
CC(=O)N/C(=C\c1ccccc1)C(=O)Nc1ccccc1C	1	7	-5	8	2	4	4	12	0.1	11
CN(C(=O)CC1C(=O)NCCN1Cc1cccc(F)c1F)C1CCOCC1 (stereo unspecified)	0	-4	-8	-3	8	-24	-30	24	0.5	1
CCOC(=O)C1(CCOc2ccccc2)CCN(Cc2ccc(OCCO)cc2)CC1	15	0	7	-11	4	10	-11	30	-12	-47
CC(On1nnc2ccccc21)C(=O)N1CCN(Cc2ccccc2)CC1 (stereo unspecified)	2	2	0	0	-4	5	-23	31	0.2	-6
C=CCO/N=C(/CCC)C1=C(N)CC(C)(C)CC1=O	-3	0	0	-7	3	11	4	14	-0.9	17
N#CC1=C(N)Oc2n[nH]c(-c3ccccc3)c2C12C(=O)Nc1ccccc12 (stereo unspecified)	5	4	-3	4	1	-9	-16	22	-0.4	0
O=C(Nc1cccc(-c2ccc(N3CCCCC3)nn2)c1)c1ccc(Br)o1	/	-1	3	17	/	-4	/	38	-0.1	-26
Cc1ccc(CC(=O)N2CCN(S(=O)(=O)c3ccccc3)CC2)cc1C	/	-13	0	0	/	2	/	23	-0.2	17
CC(c1ccccc1)n1c(-c2cccs2)nc2c(c(=O)c3ccccc3n2C)c1=O (stereo unspecified)	25*	-2	0	-5	9	-1	-15	20	0.2	-4
CC(O)[C@H]1CNCCN1CCc1cccc2ccccc12 (stereo partly specified)	/	9	-8	2	/	-12	/	8	0.2	16
O=C(Cn1nnc(-c2ccc3c(c2)OCO3)n1)NCc1ccco1	-3	10	15	-3	-4	21	-4	17	-18	-44
O=C(CSc1nnc(CNc2ccccc2)o1)N1CCN(C(=O)c2ccco2)CC1	4	-6	-13	-4	2	7	1	8	-0.1	11
Cc1ccc(/C=N/OC(=O)c2c(C)noc2-c2snnc2C)cc1	-2	-1	/	/	-1	/	-19	18	/	/
COc1ccc(NC(=O)CCNS(=O)(=O)c2ccc3c(c2)CCC(=O)N3)cc1	1	0	-9	-1	-2	-3	-58	10	-0.3	9
C=CCn1c(SCC(=O)/C(C#N)=C(\C)N)nc2sc(CC)cc2c1=O	-2	11	0	2	-5	-8	-9	22	-0.3	21
COc1cc(CNC2CCCC2)cc(Cl)c1OCc1ccc(F)cc1	2	3	-2	-12	0	-8	8	6	0.0	-19
CCN1CCN(S(=O)(=O)c2cc(OCC(=O)NC3CCCCC3)c(C)cc2Cl)CC1	0	8	5	3	0	10	-3	16	0.9	28
CC1(C)CC(=O)C(C(=O)c2ccccc2)C(=O)C1	-3	-8	-5	-8	-6	-11	-10	43	-0.6	-18
Cc1ccc2oc(=O)c3cnn(CC(=O)N4CCN(c5ccccn5)CC4)c3c2c1	-1	0	0	-3	1	14	-17	22	-0.2	4
COc1ccc(/C=C/C(=O)c2nc3ccccc3n2CC(=O)c2ccc(OC)cc2)cc1	6	0	21	-1	0	45	-26	13	-0.2	-12
CCC(CC)c1nnc(NC(=O)C2CCN(C(=O)c3ccco3)CC2)s1	-1	-11	-1	1	-1	-7	-19	16	0.5	-5
C/C(=N\NC(=S)NCCc1ccccc1)c1ccc(C)cc1	2	8	5	-3	-1	37	-2	37	-0.1	1
CC(NC(=O)COC(=O)[C@@H]1CCCN1S(=O)(=O)c1ccccc1F)C12CC3CC(CC(C3)C1)C2 (stereo partly specified)	2	-9	-8	-1	-7	-10	-4	31	-0.2	13
COC(=O)C1=C2SC(C)C(=O)N2C(N)=C(C#N)C1c1ccc(OC)c(OC)c1 (stereo unspecified)	7	1	1	?	2	5	-39	14	0.9	16
CC(Cc1cccnc1)NC(=O)c1cc(COc2ccc(F)cc2Cl)on1 (stereo unspecified)	4	-5	-1	4	6	-4	6	-29	0.2	-30
CCOc1ccccc1C(=O)Nc1nnc(SCC(=O)N2CCOCC2)s1	7	3	-5	-4	6	-1	-3	29	-0.7	4
N#Cc1c(Nc2ccccc2Cl)s[nH]c1=O	1	4	-3	-2	3	-4	3	56	0.1	-9
NC(=O)c1cc(S(=O)(=O)Nc2ccccc2)cs1	2	0	-9	2	-5	2	-30	7	-0.4	-9
COc1cc(S(N)(=O)=O)c(OC)cc1N	3	-4	-2	2	-2	13	6	7	0.3	11
CC(=O)N1CC=C2C(C#N)=C(N)C(C#N)(C#N)C(C)C2C1 (stereo unspecified)	5	3	-10	8	-3	4	-13	15	-0.2	9
CCC(=O)c1c(CC)c2n3c1CC[C@H]3CCC2	/	5	-1	1	/	4	/	20	0.0	5
COC(=O)c1c(NC(=S)Nc2ccc(C(=O)N3CCOCC3)cc2)sc2c1CCC2	3	8	2	-4	-6	5	-22	0	-0.1	-1
CCn1c(SCC(=O)c2ccccc2)nnc1-c1cnccn1	-5	-1	13	7	7	8	-40	0	1.7	-78
CCOc1ccc(NC(=O)c2cccc3c2C(=O)N(CCOC)C3)cc1	6	-5	6	0	4	4	-24	15	1.2	-3
COc1cccc(CNC(=O)CCN2C(=S)NC(C)(C)CC2C)c1 (stereo unspecified)	-3	1	-2	7	-8	6	-26	27	0.3	12
COc1ccccc1N1CCN(CC(=O)N(CC(C)C)c2c(N)n(CC(C)C)c(=O)[nH]c2=O)CC1	0	-1	-8	5	-2	18	-11	28	0.3	0

Retrieved by structure from above, 3 records:
SMILES	HSP90 refold inh	HDAC3 inhib	HSF1 inh	Platelet DG rel	IEC-6 cytotox	HSF-1 act	KLF5 inhibitor	AI-2 QS modul	HIF act	aSyn UTR inh
CCOc1ccccc1C(=O)Nc1nnc(SCC(=O)N2CCOCC2)s1	7	3	-5	-4	6	-1	-3	29	-0.7	4
CC(Cc1cccnc1)NC(=O)c1cc(COc2ccc(F)cc2Cl)on1 (stereo unspecified)	4	-5	-1	4	6	-4	6	-29	0.2	-30
CCOc1ccc(NC(=O)c2cccc3c2C(=O)N(CCOC)C3)cc1	6	-5	6	0	4	4	-24	15	1.2	-3

Continued:
SMILES	HSP90 refold inh	HDAC3 inhib	HSF1 inh	Platelet DG rel	IEC-6 cytotox	HSF-1 act	KLF5 inhibitor	AI-2 QS modul	HIF act	aSyn UTR inh
O=S(=O)(Nc1ccc2c(c1)OCCO2)c1ccc(Br)s1	7	11	-9	1	8	-10	-20	68	-0.3	-24
COc1ccc(OC)c(NC(=O)CSc2ccc3ccccc3c2)c1	4	4	-4	0	4	-7	19	-3	0.3	22
Cc1ccc(C)c(OCc2nc3ccccc3[nH]2)c1	-2	-9	6	11	-7	39	-78	17	3.6	-113
COC(=O)c1ccccc1NC(=O)c1ccc(COc2ccccc2)o1	1	6	/	/	-3	/	0	/	/	/
O=C(COc1ccc2c(c1)OCO2)Nc1ccccc1F	13	4	18	15	6	33	-8	14	1.5	-98
CC[C@H](C)[C@H](NC(N)=O)C(=O)Nc1ccc(S(=O)(=O)NC(C)C)cc1	-3	-1	-1	-2	5	8	-14	3	-0.5	11
O=C(c1ccc(-c2ccc([N+](=O)[O-])cc2Cl)o1)N1CCOCC1	1	1	20	0	-3	27	-48	10	1.7	-135
O=C1CSC(=S)N1c1ccc(Cl)c(Cl)c1	0	-11	1	-3	-1	17	-7	27	-26	-14
Cc1nnsc1NC(=O)OCc1ccccc1Cl	1	2	2	-32	5	-2	6	11	0.0	-10
O=C(CCCN1C(=O)C2CC=CCC2C1=O)Nc1ccccc1F (stereo unspecified)	-1	-11	-2	7	1	-11	-20	20	0.2	-19
CC12CNCC(C)(CN(C3(O)C(=O)Nc4ccc(Br)cc43)C1)C2=O (stereo unspecified)	0	2	8	5	6	15	-17	11	-1.3	-13
Cc1ccccc1N(CC(=O)Nc1ccccc1C(=O)NCc1ccco1)S(=O)(=O)c1ccccc1	1	5	2	-1	0	9	-7	13	-0.4	17
COC(=O)COc1ccc(Cl)cc1C1Nc2ccccc2C(=O)N1c1ccc(OC)cc1 (stereo unspecified)	-1	2	6	10	-4	5	-26	6	0.7	-88
Cn1c(CC(=O)Nc2ccccc2)nnc1SCC(=O)NC1CCCC1	-1	-1	-3	3	-5	23	-10	13	0.8	-20
CCOC(=O)c1c(NC(=O)c2c(Br)cnn2CC)sc(C)c1C	5	-4	-7	0	-2	-5	1	3	0.5	9
CCOc1cccc(SCc2noc(C(=O)NCCOC)c2C(=O)O)c1	-2	0	-5	-4	-1	1	-8	-1	0.0	0
CC(C)c1ccc(OCC(=O)Nc2ccc(S(=O)(=O)Nc3ccccn3)cc2)cc1	2	0	11	1	2	23	-16	-60	-0.2	-2
NNC(=O)c1csc(-c2ccccc2)n1	3	1	6	6	8	6	9	3	-0.2	-3
O=C(CCl)Nc1ccc(N2CCCCCC2)cc1	-2	2	6	1	1	16	0	-55	-0.3	-72
COC(=O)C(Nc1nccs1)(OC)C(F)(F)F (stereo unspecified)	0	-10	-10	-4	-1	7	-30	1	1.7	-6
Cc1ccc(SCc2cc(-c3ccc(Cl)cc3)no2)cc1	-2	15	3	1	4	11	3	44	0.3	-21
CCOC(=O)c1c(/N=C/N(C)C)sc(/C=N/Nc2ccccc2)c1-c1ccccc1Cl	3	2	16	8	6	2	-11	20	-0.2	0
O=C1ON=C(c2ccccc2)/C1=C/c1ccc(O)cc1	2	4	-10	-2	4	8	5	7	-1.1	0
COc1cc(CNC2CCCCC2OC)cc(OC)c1OC (stereo unspecified)	2	2	-4	1	4	5	-44	8	0.3	0
C[C@@]12CCC=C[C@H]1[C@H](c1ccc3ccccc3c1)N(Cc1ccccc1)C2=O	/	3	1	3	/	-4	/	31	-2.5	26
CCOC(=O)C1(Cc2ccc(Cl)cc2)CCN(C(=O)c2cscn2)CC1	1	-2	/	2	3	/	-1	17	-1.0	29
COc1ccc(C(=O)Oc2c(OC)cc(C(=S)N3CCOCC3)cc2OC)cc1	0	4	-6	7	-8	-3	-19	11	-0.5	7
CCOC(=O)N1CCN(c2c(NCCN3CCCCC3CC)c(=O)c2=O)CC1 (stereo unspecified)	4	2	1	12	9	-8	-17	12	0.1	-1
O=C(N/N=C/c1ccc([N+](=O)[O-])o1)c1cc(-c2ccncc2)nc2ccccc12	-1	-3	24	9	-5	48	-1	28	2.7	-67
COc1ccc(Cl)cc1S(=O)(=O)Nc1ccc2c(c1)n(C)c(=O)n2C	1	3	7	-31	10	5	-40	21	0.0	-8
C(#CCN1CCC(Cc2ccccc2)CC1)COCCOCc1ccccc1	-3	-4	-10	-5	-1	-4	23	15	-0.7	17
Cn1c(=O)c2cc(S(=O)(=O)NCCC(=O)NCCC3=CCCCC3)ccc2n(C)c1=O	2	-7	-8	0	6	6	-22	16	-0.5	21
COC(=O)c1ccc(NC(=S)N2CCCC2)cc1	-2	-9	14	-2	2	18	-3	34	2.4	-46
CCN(c1ccccc1)S(=O)(=O)c1cccc(C(=O)NCC(c2cccs2)N(C)C)c1 (stereo unspecified)	3	-1	-37	-2	2	-52	-15	5	-0.3	18
O=C(Cn1cc2c(n1)CCCC2)NCCCN1CCN(C2CCCCC2)CC1	0	0	0	1	1	-2	3	11	0.2	9
CCOC(=O)c1c(C)c(C(=O)NCc2ccco2)c(C)n1CC	1	7	3	4	4	17	-40	15	0.0	-4

Compound activity: PubChem, several laboratories
